PP1 inh – blocks human PP1-alpha phosphatase, a PP5 counter-screen; P62136; purified PP1alpha, OMFP fluorescence; inhibition, % at 6.7 µM; 320,000 tested, 0.9% active; AID 2235;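 active means inhibition above the mean inhibition of all tested compounds plus 3 SD, computed separately for each screening campaign, cut at about 15% in these data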
TPT1 inh – inhibitors of Candida albicans tRNA 2'-phosphotransferase TPT1 | recombinant caTPT1, FP RNA substrate dephosphorylation | inhibition, % at 5 µM | 300,000 tested, 0.81% active;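 active means inhibition above the mean of all tested compounds plus 3 SD, set per screening campaign, cut at about 24% in these data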;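 further: plate controls were DMSO alone for no effect and ferristatin control at 100 nM for full effect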
LYPLA2 inh – blocks human lysophospholipase 2, a PME1 counter-screen; AID 2177; O95372; recombinant LYPLA2, FP-Rh probe fluorescence polarization; inhibition, % at 5.9 µM; 320,000 tested, 0.38% active;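 active means inhibition above the screen-wide mean plus 3 SD, limit set per campaign, cut at about 26% in these data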;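 further: 0% = LYPLA2 with DMSO and 100% = wells lacking LYPLA2 enzyme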
GASC-1 inh – human JMJD2C demethylase inhibition. 330,000 tested, 0.069% active. GST-JMJD2C(1-420) H3K9me3 demethylation, DELFIA europium. inhibition, % at 2.35 µM;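 active means more than half of a compound's replicate wells show inhibition beyond 50%, single wells judged on their own value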;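 further: signal counts dimethyl H3K9 product captured on neutravidin plate; 0% = median of DMSO wells and 100% = 0.3 times that DMSO median; strong numbers were not always called active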
PP5 primary – blocks human protein phosphatase 5 activity; purified PP5c, OMFP substrate fluorescence; inhibition, % at 6.7 µM; 320,000 tested, 0.18% active; P53041;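 active means inhibition above the campaign's mean inhibition across all tested compounds plus 3 SD, cut at about 9.5% in these data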;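 further: 0% = DMSO only and 100% = 100 µM cantharidin control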
Fh CTSL1 inh – counter-screen for PFM18AAP inhibitors: inhibitors of F. hepatica cathepsin L1 | recombinant F. hepatica cathepsin L1, Z-Leu-Arg-MCA fluorescence | inhibition, % at 5.96 µM | 300,000 tested, 0.49% active;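 active means inhibition above the mean of all tested compounds plus 3 SD, set per screening campaign, cut at about 17% in these data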;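 further: 0% = plate median of test compound wells and 100% = 1 µM Z-Phe-Ala-diazomethylketone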
Efflux pump inh – antifungal efflux pump inhibition, Nile Red retention | 330,000 tested, 0.44% active | S. cerevisiae Candida pump triplex | inhibition, % at 10 µM;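 active means plate passing quality check with inhibition over a set limit, or well fluorescence over plate mean plus 4 SD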;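 further: Nile Red retained in pooled yeast measured as flow cytometry median fluorescence; 0% = buffer negative control and 100% = Enniatin B positive control; higher means more Nile Red kept so more efflux inhibition; some compounds called inactive have numbers as strong as hits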
PREPL inhibitor – inhibitors of human prolyl oligopeptidase-like enzyme PREPL; 320,000 tested, 0.68% active; recombinant PREPL, fluorescence polarization activity-based probe; inhibition, % at 5.96 µM; Q4J6C6; AID 2751; in the data active means inhibition above about 43%;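 further: 0% = enzyme with DMSO and 100% = wells lacking enzyme; many of its hits are not listed in these tables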
Target sequence (Q4J6C6 whole entry, looked up): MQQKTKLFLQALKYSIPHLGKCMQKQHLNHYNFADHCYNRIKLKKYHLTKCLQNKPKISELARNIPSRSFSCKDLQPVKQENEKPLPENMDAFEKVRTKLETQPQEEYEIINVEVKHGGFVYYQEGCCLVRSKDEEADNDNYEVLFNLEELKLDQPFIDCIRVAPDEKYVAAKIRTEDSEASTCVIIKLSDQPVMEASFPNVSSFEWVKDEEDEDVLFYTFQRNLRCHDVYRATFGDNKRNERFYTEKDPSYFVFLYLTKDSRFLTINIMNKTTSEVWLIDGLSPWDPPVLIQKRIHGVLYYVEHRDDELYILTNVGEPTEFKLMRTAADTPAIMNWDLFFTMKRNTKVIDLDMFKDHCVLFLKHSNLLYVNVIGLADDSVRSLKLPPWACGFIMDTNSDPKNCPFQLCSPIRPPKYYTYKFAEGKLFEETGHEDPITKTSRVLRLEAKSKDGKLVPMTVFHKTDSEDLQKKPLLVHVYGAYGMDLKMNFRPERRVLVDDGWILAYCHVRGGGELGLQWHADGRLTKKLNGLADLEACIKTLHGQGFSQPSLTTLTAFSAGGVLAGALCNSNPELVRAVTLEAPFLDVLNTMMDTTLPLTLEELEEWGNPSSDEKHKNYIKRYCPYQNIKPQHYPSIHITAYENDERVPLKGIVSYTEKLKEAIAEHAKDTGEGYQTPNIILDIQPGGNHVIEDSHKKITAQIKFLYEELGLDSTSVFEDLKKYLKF
core dimer inh – blocks dimerization of HCV core protein. inhibition, % at 5 µM. AID 1899. TR-FRET GST/Flag-core106 dimerization, 1536-well. 300,000 tested, 0.33% active;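 active means inhibition above the mean of all tested compounds plus 3 SD, set per screening campaign, cut at about 45% in these data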
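Assay system – GST-tagged and Flag-tagged HCV core protein residues 1-106 · Quantity – core106 proteins, GST 13.5 nM and Flag 17 nM · Benchmarks – unlabelled core106 and no-GST-core106 wells · Read-out basis – percent inhibition of core106 dimerization signal · Detection – time-resolved FRET, ex 340 nm, em 617 and 671 nm · Schedule – 4 h at 22.5 °C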
Starred values were filed as active, the others as inactive; i = inactive; · = not tested or not shown. An excerpt, so the mix of outcomes need not match the whole.

A first look:
SMILES	PP1 inh	TPT1 inh	LYPLA2 inh	GASC-1 inh	PP5 primary	Fh CTSL1 inh	Efflux pump inh	PREPL inhibitor	core dimer inh
CCc1ccc(N=c2c([N+](=O)[O-])nn(-c3ccccc3)n2O)cc1	-1	-1	6	-21	3.1	-2	-0.7	21	0
O=C(NCCCN1CCCC1=O)c1ccccc1NS(=O)(=O)c1ccc(Br)cc1	0	-1	-1	149	2.4	0	0.0	-7	0

Results, from the first entry:
SMILES	PP1 inh	TPT1 inh	LYPLA2 inh	GASC-1 inh	PP5 primary	Fh CTSL1 inh	Efflux pump inh	PREPL inhibitor	core dimer inh
CCc1ccc(N=c2c([N+](=O)[O-])nn(-c3ccccc3)n2O)cc1	-1	-1	6	-21	3.1	-2	-0.7	21	0
O=C(NCCCN1CCCC1=O)c1ccccc1NS(=O)(=O)c1ccc(Br)cc1	0	-1	-1	149	2.4	0	0.0	-7	0
CNC(=O)CSc1nnc(C(C)C)n1C	-3	-4	1	3	1.1	0	-0.1	-10	6
CC(=O)c1ccc(N(CC(=O)NC2CCS(=O)(=O)C2)S(=O)(=O)c2ccc(Cl)cc2)cc1 (stereo not given)	-2	·	-2	6	-2.4	·	-0.1	-7	·
CC(C)c1ccc(N2C(=O)CSC23C(=O)N2CCCc4cccc3c42)cc1 (stereo not given)	-1	1	2	20	-0.2	3	0.1	-2	4
O=C(Nc1ccccc1)c1ccc(CSc2ccccn2)cc1	1	-3	0	-2	0.7	-2	-0.4	3	6
Cc1nc2ccccc2cc1C(=O)NCc1ccccc1	0	-1	-1	-6	1.6	-1	0.0	4	10
Cc1ccccc1Oc1ncnc(N)c1[N+](=O)[O-]	-3	2	6	6	1.2	2	0.1	-2	-3
Cc1ccc(S(=O)(=O)Nc2cccc(-c3ccc(N4CCCCCC4)nn3)c2)cc1C	17*	0	-38	-17	4.3	0	0.2	-27	12
Cc1ccc(C(=O)CNc2ccccc2C)cc1	0	1	3	0	1.2	-5	0.4	-5	-12
CCN(CC)S(=O)(=O)c1ccc(NCc2ccccn2)nc1	3	6	-7	-1	1.5	-4	-0.1	-10	-2
COc1ccc(NC(=O)NCC(C)CSc2ccc(C)cc2)c(OC)c1 (stereo not given)	0	0	4	-13	4.5	2	0.2	12	-4
COc1ccc(OC)c(CNC(=O)C2CCCN(c3nc4ccccc4o3)C2)c1 (stereo not given)	-1	-3	-3	82	-0.5	0	0.1	17	-1
COCC(C)N1CCC(Oc2ccc(C(=O)NCc3ccccn3)cc2)CC1 (stereo not given)	1	-1	4	23	1.1	2	0.1	12	4
O=C(O)c1ccc(Cl)c(S(=O)(=O)N(Cc2ccccc2)c2ccc(Cl)cc2)c1	12	-4	1	-17	0.6	3	-0.1	-3	4
Cn1cccc1/C=N/n1c(-c2ccccc2)n[nH]c1=S	-1	-5	4	2	-2.5	0	-0.1	5	4
CN1CCc2c(sc(NC(=O)C3CCN(S(=O)(=O)c4cccs4)CC3)c2C(N)=O)C1	0	-1	3	i	3.3	9	-0.1	18	-3
O=C(CN(CC1CCCO1)C(=O)CNS(=O)(=O)c1ccc(Cl)cc1)NC1CCCCC1 (stereo not given)	-1	-6	3	-3	-0.5	6	-0.1	11	-6
COc1ccc(NC(=O)c2cc(-c3ccco3)nc3ccccc23)cn1	-1	·	-2	-5	-1.5	·	-0.2	3	·
O=C(CSc1cn(CCNC(=O)c2ccccc2)c2ccccc12)NCc1ccco1	4	-3	4	18	0.5	-1	0.1	6	-7
Cc1cc(C)nc(SCC(=O)NCc2ccco2)n1	-2	-8	4	-2	0.4	-1	-0.1	-1	-2
CCN(c1ccccc1)S(=O)(=O)c1ccc(C(=O)Nc2ncccc2C)cc1	-2	3	5	8	-1.8	-8	-0.1	8	2
Cc1ccc(S(=O)(=O)N(C)C)cc1NC(=O)c1ccc(OC(F)(F)F)cc1	5	2	3	12	2.6	-2	0.3	-4	-7
O=C(CSc1nc(=O)n2ccccc2n1)Nc1ccc2c(c1)OCO2	-4	-2	-1	3	-0.8	2	-0.2	2	-1
Cc1ccc(NC(=O)c2cnccn2)c(C)c1	0	0	-7	4	-0.1	-6	-0.1	2	4
CC(C)Oc1ccc(C(=O)NCCNC(=O)c2ccco2)cc1	0	2	2	-1	1.5	-4	0.0	11	-7
Cc1cc(C)c2c(N)c(C(=O)NN3CC(=O)N(c4cccc(Cl)c4)CC3=O)sc2n1	-4	-7	6	1	-1.7	-1	-0.1	10	-4
CCOc1cc(/C=N\NC(=O)c2ccc(NC(=O)C(C)(C)C)cc2)ccc1OC(=O)c1cccc(C)c1	3	-3	-43	-4	1.4	1	0.1	9	34
CCOC(=O)[C@H]1[C@H]2COc3ccc(Br)cc3[C@@H]2N2C(=O)c3cc(F)c(F)cc3NC(=O)[C@@]12C	6	-2	-21	-3	2.8	-1	·	-7	18
O=C(CN(Cc1ccccc1)C(=O)c1ccc2c(c1)OCCO2)NCc1ccc2c(c1)OCO2	0	1	11	5	3.7	-2	0.0	6	-6
CCN(C(=O)COC(=O)c1ccc(OC)c(S(=O)(=O)N2CCCc3ccccc32)c1)C1CCS(=O)(=O)C1 (stereo not given)	-2	-2	-1	-6	-0.4	1	0.0	-11	5
CCCC[C@H]1COCCS(=O)(=O)N1Cc1cccc([N+](=O)[O-])c1	0	-2	-3	-5	2.5	1	-0.1	6	-13
CC(C)C(C(=O)Nc1ccc(S(=O)(=O)N2CCOCC2)cc1)N1C(=O)c2ccccc2C1=O (stereo not given)	-4	-2	2	13	-0.2	7	0.0	11	5
COc1cc(NC(=O)c2cccnc2)c(OC)cc1NC(=O)c1ccc(Br)cc1	7	3	-3	-39	1.1	-2	-0.1	14	-2
O=S(=O)(c1ccc2nc(Cc3cccc(C(F)(F)F)c3)[nH]c2c1)N1CCOCC1	-4	0	3	4	-0.8	4	0.0	11	2
O=C(Nc1ccc(Cc2ccncc2)cc1)c1cccc([N+](=O)[O-])c1	0	-1	12	4	2.7	4	-0.1	12	-3
Cc1oc(-c2ccccc2)nc1CS(=O)CC(=O)N1CCc2ccccc2C1 (stereo not given)	-1	-4	-3	-1	-0.2	-11	-0.1	5	0
COc1ccc(O)c(-c2nc(N)nc(N)n2)c1	-1	·	0	1	-0.5	·	0.1	1	·
O=c1c2c(nc3c(-c4ccccc4)c[nH]n13)CCCC2	-3	-7	11	15	1.7	-1	0.0	14	-3
COc1ccc(Cn2cc(C(=O)c3ccccc3)c(=O)c3cc(OC)ccc32)cc1	-6	-2	-4	-3	2.0	2	0.3	42	2
Cc1ccccc1N(CC(=O)NCCc1ccccc1)C(=O)c1ccc(N2CCCC2)nc1	1	0	8	1	-1.3	-1	-0.1	22	5
CCN1CCN(c2ccc(NC(=O)c3ccco3)cc2Cl)CC1	1	0	1	-1	-0.5	0	0.0	-14	6
Cc1ccc(-c2cn(S(=O)(=O)c3cccc([N+](=O)[O-])c3)nc2N)cc1	1	-2	-5	9	5.5	-4	-0.1	28	3
COC(=O)c1ccc(NC(=O)C(=O)N2CCCC2)cc1	-2	0	2	5	1.1	1	0.1	-6	-6
Cn1c(=O)c2c(nc(Br)n2CCSc2nc3ccccc3o2)n(C)c1=O	-5	-2	5	·	-2.0	2	-0.1	9	6

Some of the entries so far, with two lines to a compound.
Values run as follows: PP1 inh	TPT1 inh	LYPLA2 inh	GASC-1 inh	PP5 primary	Fh CTSL1 inh	Efflux pump inh	PREPL inhibitor	core dimer inh
> Cn1cccc1/C=N/n1c(-c2ccccc2)n[nH]c1=S
  -1	-5	4	2	-2.5	0	-0.1	5	4
> CN1CCc2c(sc(NC(=O)C3CCN(S(=O)(=O)c4cccs4)CC3)c2C(N)=O)C1
  0	-1	3	i	3.3	9	-0.1	18	-3
> O=C(CN(CC1CCCO1)C(=O)CNS(=O)(=O)c1ccc(Cl)cc1)NC1CCCCC1 (stereo not given)
  -1	-6	3	-3	-0.5	6	-0.1	11	-6
> COc1ccc(NC(=O)c2cc(-c3ccco3)nc3ccccc23)cn1
  -1	·	-2	-5	-1.5	·	-0.2	3	·

Next part
SMILES	PP1 inh	TPT1 inh	LYPLA2 inh	GASC-1 inh	PP5 primary	Fh CTSL1 inh	Efflux pump inh	PREPL inhibitor	core dimer inh
Cc1nc(SCc2ccc(O)c([N+](=O)[O-])c2)n[nH]1	5	-1	-2	-26	1.0	-1	2.2	7	-11
C/C(=N\NC(=O)c1nnn(-c2nonc2N)c1CN(C)c1ccccc1)c1cccs1	-2	0	2	-3	1.1	0	-0.1	-7	12
CCOC(=O)c1ccc(NC(=O)c2cc(C)nn2-c2ccccc2)cc1	0	-2	-4	-10	1.9	-1	0.2	3	4
COc1ccccc1-n1cnnc1SCC(=O)Nc1cc(C(C)(C)C)nn1-c1ccccc1	0	1	-1	6	1.1	15	0.0	6	2

Screening results (PubChem BioAssay)
